Insulin prom inh: TRM-6 insulin promoter activity inhibition; TRM-6 cells (human fetal islet line), insulin promoter-eGFP reporter, imaging; reporter expression induced with tamoxifen; inhibition, % at 2 µM; hit rate 0.9% among 130,000; AID 1273;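 active means inhibition above the mean plus 3 SD, with well images judged a real hit on visual review, cut at about 60% in these data, passing the limit was not always enough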
sdo1 growth: restores growth of sdo1-depleted yeast; S. cerevisiae sdo1-depleted JHY4D growth rescue, OD600 30 h; hits give high values; pdr5 snq2 efflux-pump mutant strain; AID 817; hit rate 0.21% among 140,000; z-score at 10 µM;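 active means z-score above 3 at both the 24 hr and the 30 hr optical density reads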;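 further: z-score against mean and SD of all compound wells on the same plate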
sdo1 growth Rescue 24 h: further read-out of sdo1 growth, marked with its call; z-score; S. cerevisiae sdo1-depleted JHY4D growth rescue, OD600; measured here: growth rescue at 24 h;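 0 is the plate mean of compound wells and units are plate SD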
An asterisk follows results filed as active; . = not tested or not shown; [ ] = dose if it differs, or a comment. Only part of the results is shown, so the mix of outcomes need not match the whole.

SMILES | Insulin prom inh | sdo1 growth | sdo1 growth Rescue 24 h
CN(C)C(=O)CN(C)S(=O)(=O)c1ccc(Cl)cc1 | 36 | 0.88 | 0.12
CCn1c(C)c(C(C)=O)c(N2CCCCC2)nc1=S | 64 | -0.05 | 0.16
CN(C)c1ccc(/C(=N\O)C(F)(F)F)cc1 | -6 | -0.44 | -0.82
COc1ccccc1NC(=O)CC1COc2ccccc2O1 (stereo not drawn) | -3 | -0.68 | -0.44
CCN(CCO)C(=O)C12CCC(C)(C(=O)C1)C2(C)C (stereo not drawn) | 70 | 0.37 | 0.29
Cc1ccc(S(=O)(=O)Nc2cc(C(=O)NCCN3CCCC3)ccc2N2CCCCC2)cc1 | 31 | -0.4 | -1.5
COc1ccccc1N1CSC2=C(C#N)C(c3ccc(SC)cc3)CC(=O)N2C1 (stereo not drawn) | . | 0.48 | 0.61
O=C1c2cccc3c(N4CCCCC4)ccc(c23)C(=O)N1c1ccccn1 | . | -1.2 | -1.4
COc1ccc(-c2nc3n(c(=O)c2C#N)CCS3)cc1 | -8 | . | .
COC(=O)Sc1nc(N2CCOCC2)c2c(c1C#N)CC(C)(C)OC2 | . | 0.88 | 0.76
Cn1c(=O)c2cn(-c3ccccc3)cc2n(C)c1=O | 9 | 1.7 | 2.3
O=C(NCC1CCCO1)C1CCC(=O)N1Cc1ccccc1Cl (stereo not drawn) | . | 0.6 | 0.1
CC(=O)NCC(=O)OCC(=O)c1ccc(C)c(C)c1 | 0 | 0.89 | 0.32
CCO/C=C1/C(=O)N(CC)c2ccccc21 | 29 | -0.48 | -0.88
COc1cc(CC(NC(C)=O)C(=O)NC2CCN(c3nc(C)cc(C)c3C#N)CC2)cc(OC)c1 (stereo not drawn) | . | -1.2 | -1
CC(C)N(c1ccccc1)c1ccc(NC(=O)C2CCCO2)cc1 (stereo not drawn) | -61 | 0.13 | -0.56
COc1ccc(OC)c(S(=O)(=O)N2CCC(C(=O)Nc3ccc(C)c(C)c3)CC2)c1 | 21 | -0.32 | -0.27
O=C(NCc1ccco1)c1ccc(N2CCCC2=O)cc1 | 13 | 0.37 | -0.54
O=C(CCl)c1ccc(Cc2ncc(C(F)(F)F)cc2Cl)s1 | 34 | -1.9 | -1.5
COc1ccc(-c2nc(SCC(=O)Nc3cc(C)on3)n[nH]2)cc1 | -57 | 0.27 | 0.37
CCOC(=O)N1CCN(C(=O)CN(C2CCCCC2)S(C)(=O)=O)CC1 | 5 | 0.35 | 0.02
C=CCn1c(SCc2nc3ccccc3[nH]2)nnc1-c1ccc(OC)cc1 | 59 | -0.21 | -0.19
CCN=C1SC(C(=O)Nc2cccc(Cl)c2)CC(=O)N1CC (stereo not drawn) | 20 | . | .
CC(C)OCC(O)CS(=O)(=O)Cc1ccccc1 (stereo not drawn) | -28 | 0.36 | -0.08
CC(=O)c1c(C)oc2ccc(O)c(CN3CCOCC3)c12 | 18 | 0.6 | 0.95
C=CCn1c(SCC(=O)/C(C#N)=C(\C)N)nc2sc(CC)cc2c1=O | . | 0.19[8.5 µM] | 0.28
CC(=O)c1c(C)[nH]c(C(=O)CSc2nc3ccccc3n2C)c1C | -94 | -0.59 | -0.57
S=C(NNc1ccnc2cc(Cl)ccc12)Nc1ccccc1Cl | 27 | -1.1 | -0.73
COc1cccc(NC(=O)CSc2nnc(-c3cccc(OC(C)C)c3)n2N)c1 | . | -0.69 | -1.4
Cc1ccc(CNC(=O)CN2C(=O)C3(OCCCO3)c3ccccc32)cc1 | . | -0.75 | -0.23
CN1CCN(c2ccccc2NS(=O)(=O)c2ccc3c(c2)CCN3C(=O)C2CCC2)CC1 | 30 | . | .
O=C(c1cc2ccccc2oc1=O)N(Cc1ccccc1)CC1CCCO1 (stereo not drawn) | 46 | -0.48 | -1.2
Cn1cc2cc(NC(N)=S)ccc2n1 | 33 | . | .
CCn1c(SCc2nc3scc(-c4ccccc4)c3c(=O)[nH]2)nnc1-c1cccs1 | -3 | -0.71 | -0.76
CCCOc1ccc(/C(O)=C2/C(=O)C(=O)N(CCCn3ccnc3)C2c2cccs2)cc1 (stereo not drawn) | . | 2.3 | 2.7
Cc1ccc(NC(=O)COC(=O)Cc2csc(-c3cccc(F)c3)n2)cc1C | -20 | 0.52 | 1
COc1ccc(CC(=O)NNC(=O)COc2ccc3ccccc3c2)cc1 | . | -0.1 | 0.66
CCn1[nH]c(=O)c(=Nc2c(C)n(C)n(-c3ccccc3)c2=O)cc1-c1ccc(Cl)cc1 | . | -0.14 | -0.56
NC(=O)C1CCN(C(=O)c2ccc(NC3=NC4CS(=O)(=O)CC4S3)cc2)CC1 (stereo not drawn) | . | -0.46 | 0.5
CCOC(=O)c1c(C)[nH]c(C(=O)OCC(=O)NC(C)(C)C)c1C | -68 | . | .
Cc1[nH]c2c(Cl)cccc2c(=O)c1CN1CCCC1 | . | 0.38 | -0.03
Nn1c(SCc2nc3ccccn3c2Br)nnc1-c1cccnc1 | 3 | -0.26 | -1.1
COc1ccc(Br)cc1CN(C)C(C)C(=O)Nc1cc([N+](=O)[O-])ccc1OC (stereo not drawn) | 9 | 0.15 | 0.5
CC(C)(C)NC(=O)CSc1nc2ccc(NC(=O)CSc3nnc(N)s3)cc2s1 | -11 | 2 | 3
COc1ccc(NS(=O)(=O)c2cccs2)c(OC)c1 | -12 | 0.6 | 0.8
O=C(COc1ccc(Br)cc1Cl)NC(=S)N1CCc2ccccc21 | -7 | -0.32 | -0.15
Cc1ccc(C(=O)CSC2=C(C#N)C(c3ccco3)C3=C(CCCC3=O)N2)cc1 (stereo not drawn) | . | 0.01 | -0.1
O=C(CCc1nc(-c2ccccc2)no1)N1CCCC1 | -36 | 1.3 | 1.3
O=c1c2ccsc2ncn1Cc1ccc(Cl)cc1 | 7 | 0.11 | -0.22
NC(=O)CC[C@@H]1NC(=O)[C@@H]2CCCN2C(=O)c2cc([N+](=O)[O-])cc(I)c2NCCCC[C@@H](C(=O)NC(CC(=O)O)C(N)=O)NC1=O (stereo partly drawn) | -32 | 1.1 | 1.3
CC1(C)CC(=O)C2=C(C1)OC1=C(C(=O)CC(C)(C)C1)C2c1ccc(O)c([N+](=O)[O-])c1 | 0 | . | .
O=C(Nc1nnc(C2CC2)s1)c1ccncc1 | -53 | 1.4 | 0.55
Cc1noc(C)c1CSc1nnc2sc3ccccc3n12 | -24 | -0.47 | -0.69
Cc1nn2cc(-c3ccc(-c4ccccc4)cc3)nc2s1 | 27 | -2 | -1.4
CNc1c([N+](=O)[O-])cnn1-c1ccc(C)cc1 | 47 | 0.93 | -0.24
CCOc1cccc(NC(=O)CSc2nc(C)c3c(c2C#N)CCCC3)c1 | 11 | 0.14 | -0.77
CCOC(=O)C1CCCN(C2CC(=O)N(c3cccc(C)c3)C2=O)C1 (stereo not drawn) | . | -0.38 | -0.4
Cc1cc[n+](CC(=O)c2ccc(NC(=O)c3ccccc3)cc2)c2ccccc12 | -20 | . | .
Cc1c(Cl)cccc1NC(=S)N1CCN(C(=O)C2CCCO2)CC1 (stereo not drawn) | . | 1.2 | 1.2
NC(=NC1CCCCC1)c1ccc([N+](=O)[O-])cc1 | -26 | 0.57 | 0.84

Some entries already given, reduced to sdo1 growth Rescue 24 h.
structure	sdo1 growth Rescue 24 h
CC(=O)NCC(=O)OCC(=O)c1ccc(C)c(C)c1	0.32
CCO/C=C1/C(=O)N(CC)c2ccccc21	-0.88

(more compounds)
SMILES | Insulin prom inh | sdo1 growth | sdo1 growth Rescue 24 h
C/C(CC(=O)Nc1ccc2c(c1)OCCO2)=N\NC(=O)c1ccccn1 | 26 | . | .
O=C(Nc1ccccc1C(=O)N/N=C/c1ccco1)c1ccc(Cl)cc1 | 0 | 0.1 | 0.4
CCOC(=O)C1=C(COc2ccc(C)cc2)NC(=O)NC1c1cc(C)ccc1C (stereo not drawn) | . | 0.53 | 0.63
O=C1C(Cc2ccc(F)cc2)SC(=Nc2ccccc2)N1c1ccccc1 (stereo not drawn) | . | -0.92 | -0.87
Cc1ccc(S(=O)(=O)Cn2nnnc2CN(Cc2ccco2)CC2CCCO2)cc1 (stereo not drawn) | -74 | -0.83 | -0.42
CCOc1cccc(-c2nnc3sc(COc4ccc(OC)cc4)nn23)c1 | -21 | -1.6 | -0.9
COCCNC(=O)CN(CC1CCCO1)C(=O)CCC(=O)Nc1ccccn1 (stereo not drawn) | . | -0.18 | -0.52
COc1ccc(CNC(=O)CSc2nnnn2-c2ccccc2)cc1 | -4 | -0.19 | -0.34
O=C(O)c1ccccc1NS(=O)(=O)c1cccc(C(F)(F)F)c1 | -3 | 1.3 | 1.3
Cc1nn(C)c(C)c1S(=O)(=O)N1CCC(C(=O)NC2CCCCCC2)CC1 | . | 0.83 | 0.42
Cc1ccc(S(=O)(=O)N2CCCCC2)cc1NC(=O)CSc1ncnc2ccccc12 | 23 | 0.05 | -0.03
COCCN(CCOC)c1ncc(Cl)c(C(=O)c2c(C)cc3ccccn23)n1 | . | -0.61 | 0.78
CC(C)NS(=O)(=O)c1ccc(CCC(=O)NCc2ccncc2)cc1 | 36 | . | .
COc1ccc(-n2c(=O)c3c4c(sc3n3c(C)nnc23)COC(C(C)C)C4)cc1 (stereo not drawn) | 3 | . | .
CCOC(=O)COc1c(OC)cc(Cl)cc1C1Nc2ccccc2C(=O)N1c1cccc(C)c1 (stereo not drawn) | -16 | -1.2 | -0.99
S=C(NCCCN1CCOCC1)Nc1ccc(Cl)cc1 | 15 | 0.35 | 0.41
O=C(Nc1ccc2c(c1)Cc1ccccc1-2)c1ccncc1 | 23 | -1.5 | -1.1
Cc1ccc(Cc2c(C)nc3nc(SCC(=O)NCCN4CCOCC4)nn3c2C)cc1 | 4 | -0.98 | -0.04
CCC(=O)Nc1nnc(SCC(=O)N2c3ccccc3CC2C)s1 (stereo not drawn) | 47 | -0.37 | -1
Cc1cc(C)cc(-n2nnnc2SCC(=O)Nc2nc(-c3ccc(Cl)cc3)cs2)c1 | . | 0.19 | 0.19

Profiles, quoted from the list. Values in the order: Insulin prom inh, sdo1 growth, sdo1 growth Rescue 24 h
COCCN(CCOC)c1ncc(Cl)c(C(=O)c2c(C)cc3ccccn23)n1 as listed: ., -0.61, 0.78
O=C1C(Cc2ccc(F)cc2)SC(=Nc2ccccc2)N1c1ccccc1 (stereo not drawn) as listed: ., -0.92, -0.87
COc1ccc(CNC(=O)CSc2nnnn2-c2ccccc2)cc1 as listed: -4, -0.19, -0.34
CCOC(=O)C1=C(COc2ccc(C)cc2)NC(=O)NC1c1cc(C)ccc1C (stereo not drawn) as listed: ., 0.53, 0.63

Continuation.
SMILES | Insulin prom inh | sdo1 growth | sdo1 growth Rescue 24 h
COc1ccc(NC2=CC(=O)CC(C)(C)C2)cc1OC | . | 0.46 | 0.13
CN(c1ccccc1C(=O)NCc1ccccn1)S(C)(=O)=O | -21 | 1.7 | 1.4
COc1ccc(OC)c(-c2cc(C(=O)Nc3sc4c(c3C#N)CCC(C)C4)c3ccccc3n2)c1 (stereo not drawn) | -9 | -0.86 | 0.39
COc1ccc(S(=O)(=O)NCc2ccc(C(=O)N3CCN(c4ccccn4)CC3)cc2)cc1 | . | 0.89 | 0.16
CN(C)C(=O)N1CCCC(C(=O)NCc2ccccc2)C1 (stereo not drawn) | -9 | 0.46 | 3.1
COC(=O)C1=C(C)N(C)C(=O)NC1c1ccc(O)c(Cl)c1 (stereo not drawn) | -88 | . | .
Cc1ccc(Cn2cc(SCC(N)=O)c3ccccc32)cc1 | 6 | . | .
CC(=O)Oc1ccc2nc(-c3cccs3)oc(=O)c2c1 | 45 | -0.7 | -1.3
O=C(O)CCN1C(=O)NC2(CCCC2)C1=O | . | 0.46 | 0.33
OCCCNC(=S)Nc1ccc(Oc2ccccc2)cc1 | -10 | 1.2 | 0.82
Cc1cc(C)nc(SC2CCOC2=O)n1 (stereo not drawn) | 19 | 0.49 | 0.38
Cc1[nH]c(-c2ccc3c(c2)OCO3)nc1C(=O)O | . | 1.1 | 0.7
O=C(CCC(=O)N(CC(=O)NC1CCCC1)Cc1ccc2c(c1)OCO2)Nc1nccs1 | -87 | . | .
c1ccc2sc(SCc3ccc(-c4nnco4)cc3)nc2c1 | -10 | -0.41 | 0.03
CCc1cc2c(=O)[nH]c(Cc3ccc(OC)cc3)nc2s1 | 26 | -0.28 | 0.35
COC(=O)/C=C1/S/C(=N/NC(=O)c2ccccc2)NC1=O | 0 | 2.2 | 2.6
Cn1c(SCC(=O)N(Cc2ccccc2)C(C)(C)C)nc2ccccc21 | -29 | -0.83 | -0.11
CC1=CC(C)(C)NC(=O)N1c1ccc(C)cc1 | -175 | . | .
O=C(Nc1ccc(C(=O)O)cc1)/C(=C/c1cccc(Br)c1)NC(=O)c1ccco1 | 18 | . | .
CCn1c2c(c(C)cc1=O)C(=O)CC(C)(C)C2 | 27 | 0.7 | -1.2
Cn1nc(C(F)(F)F)c(/C=N/OC(=O)c2ccccc2)c1SCc1ccccc1Cl | 12 | 0.63 | 1.2
O=C(CCN1c2ccccc2Sc2ccccc21)OCC(=O)N1CCN(C(=O)c2ccco2)CC1 | . | -0.92 | -0.78

Single entries from above:
For sdo1 growth, Cn1c(SCC(=O)N(Cc2ccccc2)C(C)(C)C)nc2ccccc21 is entered as -0.83
For sdo1 growth Rescue 24 h, c1ccc2sc(SCc3ccc(-c4nnco4)cc3)nc2c1 is entered as 0.03
For Insulin prom inh, Cc1ccc(Cn2cc(SCC(N)=O)c3ccccc32)cc1 is entered as 6
